Bioassay records from PubChem BioAssay.
PPARg SRC2 recr: agonists of SRC-2 recruitment by human PPARgamma; PPARgamma LBD-SRC-2 recruitment, biochemical; P37231; activation, % at 8 µM; 0.34% of 200,000 active; in the data active = activation above about 22%;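 also: 0% = vehicle and 100% = reference agonist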
PPARg SRC3 recr: agonists of human PPARgamma SRC-3 coactivator recruitment. 0.26% of 200,000 active. biochemical PPARgamma/SRC-3 coactivator recruitment assay. P37231. activation, % at 8 µM; in the data active = activation above about 23%;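 also: 0% = DMSO and 100% = reference agonist; some compounds past the cut are filed as inactive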
TR-FRET SRC-2 ct: flags TR-FRET format artefacts in PPARgamma SRC-2 recruitment agonist screen. TR-FRET artefact counter-screen; active compounds read high. TR-FRET ratio at 8 µM. 0.4% of 200,000 active; in the data active = TR-FRET ratio above about 2000; also: inactives centre near 1500; reference of the scale not given here
TLR4-MyD88 BLA: blocks binding of human TLR4 to MyD88 | HeLa CL3-4 TLR4/MyD88 BLA complementation, FRET ratio | inhibition, % at 8.4 µM | 0.18% of 200,000 active | O00206+Q99836; in the data active = inhibition above about 25%;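 also: 0% = vehicle and 100% = reference inhibitor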
bIAP inh: blocks bovine intestinal alkaline phosphatase activity. purified bovine IAP, CDP-star luminescence, 30 min. inhibition, % at 20 µM. 190,000 tested, under 10 active. AID 1019;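 active = over 50% inhibition of intestinal alkaline phosphatase at 20 µM in the single-dose screen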
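System: Purified bovine intestinal alkaline phosphatase (IAP) enzyme | Input: IAP diluted 1/65,000,000 in the well | Also added: CDP-star chemiluminescent phosphatase substrate, 30 µM final | Dosing: 20 µM single dose | Times: Enzyme reaction for 30 min at room temperature | Detection: Luminescence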
ROMK mod: modulates human ROMK potassium channel activity; B-score at 10 µM; Tet-inducible ROMK, thallium flux fluorescence; actives lie on both sides; AID 1918; P48048; 2% of 130,000 active;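 active = signal ratio slope over the read window, or its plate-corrected B-score, at least 3 SD from the plate mean, either direction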;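 also: B-score of the F/F0 ratio slope over 7 to 12 s after thallium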
Target sequence (P48048 whole entry, looked up): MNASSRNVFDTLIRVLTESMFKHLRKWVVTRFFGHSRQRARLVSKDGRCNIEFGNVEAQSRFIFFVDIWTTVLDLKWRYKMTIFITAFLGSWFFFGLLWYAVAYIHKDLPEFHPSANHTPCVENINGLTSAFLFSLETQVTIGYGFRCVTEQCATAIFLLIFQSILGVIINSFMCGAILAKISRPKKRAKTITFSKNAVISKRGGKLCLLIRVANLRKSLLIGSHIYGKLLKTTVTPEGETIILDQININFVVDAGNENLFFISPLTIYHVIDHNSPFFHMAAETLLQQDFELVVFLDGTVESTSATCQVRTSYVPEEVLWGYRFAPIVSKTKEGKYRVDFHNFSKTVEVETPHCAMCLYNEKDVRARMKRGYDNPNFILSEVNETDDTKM
DTT redox prof: compounds producing H2O2 with reducing agent – biochemical, NIH compound library profiling, artefact control for MLSCN library redox annotation, primary screen | DTT-dependent redox cycling H2O2, phenol red/HRP absorbance; 100% = 100 µM peroxide control, 0% = buffer | activation, % at 10 µM | 0.03% of 200,000 active;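 active = activation of at least 50% relative to the plate's high and low controls in the primary single-dose screen; inactive = activation below 50%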;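 also: compound incubated with DTT at 0.8 mM final as the reducing agent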
Lmaj promast: inhibitors of Leishmania major promastigote growth; Leishmania major promastigotes, resazurin fluorescence viability; inhibition, % at 10 µM; 9% of 200,000 active; in the data active = inhibition above about 50%;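 also: promastigotes grown with compound for 44 hours at 28 °C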
bIAP activator: intestinal alkaline phosphatase (bovine) activation; purified bovine IAP, CDP-star luminescence, 30 min; active compounds read high; fold of DMSO-control signal, blank-subtracted; activation factor at 20 µM; 0.17% of 200,000 active;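 active = activation factor of 2 or more at 20 µM, a signal rise over negative controls twice the positive control's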
S1P3 antagonist: S1P3 (human) receptor antagonism | Q99500 | CHO S1P3 NFAT-BLA reporter, FRET fluorescence, antagonist mode | inhibition, % at 4.98 µM | 0.27% of 170,000 active;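 active = inhibition above the plate cutoff, the mean inhibition of test wells on that plate plus 3 SD, cut at about 28% in these data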;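 also: cells challenged with S1P at its EC80 of 0.8 µM; blue over green emission ratio from cleaved BLA substrate after 4 h stimulation; 0% = S1P-stimulated wells and 100% = unstimulated DMSO-only wells; some compounds past the cut are filed as inactive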
PPARg SRC1 recr: promotes SRC-1 coactivator recruitment by human PPARgamma; P37231; PPARgamma-SRC-1 coactivator recruitment biochemical assay; activation, % at 8 µM; 0.41% of 200,000 active; AID 631; in the data active = activation above about 19%;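 also: 0% = DMSO and 100% = reference agonist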
* hit, by the source's call; · = no result given.

SMILES	PPARg SRC2 recr	PPARg SRC3 recr	TR-FRET SRC-2 ct	TLR4-MyD88 BLA	bIAP inh	ROMK mod	DTT redox prof	Lmaj promast	bIAP activator	S1P3 antagonist	PPARg SRC1 recr
COC(=O)C1=C(C)N(c2cc(C)cc(C)c2)/C(=C/c2ccc(O)cc2)C1=O	6.3	5.6	1539	-7.7	8.1	-1.16	-0.5	98.8*	0.9	-0.5	5.2
CCN(CC)c1ccc(NC(=O)COC(=O)/C=C/c2nc3ccccc3s2)cc1	5.8	-7.3	1478	-2.2	16.8	·	0.5	-3.2	0.8	-0.1	6.8
CCCSc1nnc2nc(C)cc(C)n12	-3.7	4.6	1424	-2.0	5.5	·	-0.4	-3.1	0.9	0.8	-3.4
CN(C)C=C1C(=O)c2ccccc2C1=O	6.3	12.0	1626	-1.7	17.3	0.175	2.9	-5.6	0.8	·	-0.9
CCOC(=O)c1nc(Nc2ccc(C(=O)OC)cc2)c2ccccc2n1	5.4	10.3	1632	1.2	5.4	·	-3.2	16.3	0.9	·	-8.7
CCOC(=O)c1c(NC(=O)C2C3C=CC(C3)C2C(=O)O)sc2c1CCC(C)C2 (stereo not given)	14.0	5.4	1630	5.3	-32.8	0.651	-0.8	-4.3	1.3	-11.7	11.6
O=C(c1ccc2c(c1)C(=O)N(Cc1ccco1)C2=O)N1CCOCC1	1.7	4.3	1706	-7.3	6.4	-0.0501	-0.1	-1.7	0.9	8.7	-3.3
CCCCC1CCC(C(=O)N2CCOCC2)CC1 (stereo not given)	-8.4	-2.1	1429	-9.3	11.4	-0.0304	-0.2	-14.4	0.9	10.4	7.9
Cc1[nH]c(=O)[nH]c(=O)c1S(=O)(=O)N(CC(C)C)CC(C)C	10.0	3.9	1587	-2.0	-11.1	0.537	-1.5	8.3	1.1	-24.3	5.6
CC(C)C(C)NC(=O)CSc1nc2scc(-c3ccco3)c2c(=O)n1-c1ccccc1 (stereo not given)	2.0	10.5	1609	1.1	-17.7	0.0648	0.4	45.3	1.2	·	6.4
COC(=O)N/N=C/c1ccc(-c2cc(Cl)ccc2Cl)o1	0.8	5.7	1483	-6.7	17.0	·	0.8	-2.0	0.8	-8.0	-6.8
C/C(N)=C(/C#N)C(=O)CSc1nc2ccc(C)cc2[nH]1	2.2	-0.1	1601	6.5	-28.2	-0.465	-1.4	-5.0	1.3	-20.9	-1.2
CC(C)(C)NC(=O)C(c1ccccc1)N(C(=O)c1ccco1)C1CC1 (stereo not given)	-0.5	0.4	1557	-3.2	1.2	-0.0999	0.1	-4.5	1	-3.9	-5.3
CC(C)CC(C(=O)OCC(=O)Nc1ncc(Cl)cc1Cl)N1C(=O)c2ccccc2C1=O (stereo not given)	6.8	10.3	1630	-22.4	1.9	·	1.7	-5.6	1	·	1.9
N#CCCn1nc(-c2ccc([N+](=O)[O-])cc2)cc1Nc1ccccc1NC(=O)C(F)(F)F	-5.1	1.5	1533	-6.6	9.9	·	0.3	4.9	0.9	1.3	-7.3
CC(C)C(c1nnnn1Cc1ccc(F)cc1)N1CCC(C(N)=O)CC1 (stereo not given)	9.8	6.4	1774	-9.7	-5.5	0.577	-0.9	-2.6	1.1	-10.3	7.0
COC(=O)c1ccc(OC(=O)c2nn(C)cc2Cl)c(OC)c1	11.4	1.6	1595	5.4	2.7	·	-3.0	-7.0	1	-23.9	10.1
CC(C)Oc1ccc(C2CCC(=O)NC2=O)cc1 (stereo not given)	7.8	-1.2	1468	-2.4	5.7	1.03	-0.3	-7.4	0.9	1.6	-3.1
Cn1c(SCc2cnc(-c3ccccc3)s2)nnc1C1COc2ccccc2O1 (stereo not given)	4.3	-6.0	1382	-7.5	6.2	·	1.0	21.6	0.9	-25.3	12.3
CC(C)NC(=O)CSc1ccccc1C(=O)NCc1ccc2c(c1)OCO2	-4.9	-3.4	1421	10.3	19.3	0.0331	1.0	-1.1	0.8	·	-1.4
Cc1ccccc1N=C1c2cc([N+](=O)[O-])ccc2-c2ncccc21	-3.0	-4.7	1462	-11.2	16.6	·	4.1	-1.1	0.8	-15.7	1.1
O=C(OCn1nnc2ccccc2c1=O)c1cccnc1Cl	5.2	-2.4	1564	-3.9	7.2	-0.391	0.0	-4.3	0.9	·	1.1
COc1cc(NC(=O)c2ccco2)c(OC)cc1NC(=O)CCC(=O)Nc1cc(C)cc(C)c1	16.3	-7.0	1501	-0.1	-1.3	·	1.6	4.4	1	-12.4	4.5

Three compounds already listed, sorted by the value under ROMK mod, high to low:
smiles | PPARg SRC2 recr | PPARg SRC3 recr | TLR4-MyD88 BLA | bIAP inh | ROMK mod | DTT redox prof | bIAP activator | S1P3 antagonist | PPARg SRC1 recr
CC(C)C(c1nnnn1Cc1ccc(F)cc1)N1CCC(C(N)=O)CC1 (stereo not given) | 9.8 | 6.4 | -9.7 | -5.5 | 0.577 | -0.9 | 1.1 | -10.3 | 7.0
CC(C)NC(=O)CSc1ccccc1C(=O)NCc1ccc2c(c1)OCO2 | -4.9 | -3.4 | 10.3 | 19.3 | 0.0331 | 1.0 | 0.8 | · | -1.4
O=C(c1ccc2c(c1)C(=O)N(Cc1ccco1)C2=O)N1CCOCC1 | 1.7 | 4.3 | -7.3 | 6.4 | -0.0501 | -0.1 | 0.9 | 8.7 | -3.3

Profiles as entered above:
Entry for `CCOC(=O)c1nc(Nc2ccc(C(=O)OC)cc2)c2ccccc2n1` = PPARg SRC2 recr: 5.4; PPARg SRC3 recr: 10.3; TR-FRET SRC-2 ct: 1632; TLR4-MyD88 BLA: 1.2; bIAP inh: 5.4; ROMK mod: ·; DTT redox prof: -3.2; Lmaj promast: 16.3; bIAP activator: 0.9; S1P3 antagonist: ·; PPARg SRC1 recr: -8.7
Entry for `CCN(CC)c1ccc(NC(=O)COC(=O)/C=C/c2nc3ccccc3s2)cc1` = PPARg SRC2 recr: 5.8; PPARg SRC3 recr: -7.3; TR-FRET SRC-2 ct: 1478; TLR4-MyD88 BLA: -2.2; bIAP inh: 16.8; ROMK mod: ·; DTT redox prof: 0.5; Lmaj promast: -3.2; bIAP activator: 0.8; S1P3 antagonist: -0.1; PPARg SRC1 recr: 6.8
Entry for `CCOC(=O)c1c(NC(=O)C2C3C=CC(C3)C2C(=O)O)sc2c1CCC(C)C2` (stereo not given) = PPARg SRC2 recr: 14.0; PPARg SRC3 recr: 5.4; TR-FRET SRC-2 ct: 1630; TLR4-MyD88 BLA: 5.3; bIAP inh: -32.8; ROMK mod: 0.651; DTT redox prof: -0.8; Lmaj promast: -4.3; bIAP activator: 1.3; S1P3 antagonist: -11.7; PPARg SRC1 recr: 11.6
